# From PubChem BioAssay
# Pf Dd2 growth: inhibitors of Plasmodium falciparum Dd2 growth; 94,000 compounds, 2.3% hits; activity change, % at 10 µM; P. falciparum Dd2 growth, SYBR Green, 72 h; active compounds read low; in the data active means activity change below about -80%
# Tcruzi prolif: blocks T. cruzi growth in NIH3T3 culture. AID 624255. T. cruzi beta-gal in NIH3T3, GalScreen luminescence, 90 h. 77,000 compounds, 5.9% hits. inhibition, % at 8.34 µM;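 active means mean inhibition above about 93%, with at least 55% of replicates each passing it, limit read from the data, passing the limit was not always enough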
# GASC1 inh: blocks human GASC-1 (KDM4C) demethylase activity. GST-KDM4C 2-372, H3K9me3 peptide, LANCE TR-FRET. inhibition, % at 12.5 µM. 96,000 compounds, 0.15% hits. AID 720574;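 active means mean replicate inhibition above about 25%, with at least 55% of replicates also reaching it, limit read from the data, passing the limit was not always enough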
# Target sequence (Q9H3R0 2-372 limits assumed): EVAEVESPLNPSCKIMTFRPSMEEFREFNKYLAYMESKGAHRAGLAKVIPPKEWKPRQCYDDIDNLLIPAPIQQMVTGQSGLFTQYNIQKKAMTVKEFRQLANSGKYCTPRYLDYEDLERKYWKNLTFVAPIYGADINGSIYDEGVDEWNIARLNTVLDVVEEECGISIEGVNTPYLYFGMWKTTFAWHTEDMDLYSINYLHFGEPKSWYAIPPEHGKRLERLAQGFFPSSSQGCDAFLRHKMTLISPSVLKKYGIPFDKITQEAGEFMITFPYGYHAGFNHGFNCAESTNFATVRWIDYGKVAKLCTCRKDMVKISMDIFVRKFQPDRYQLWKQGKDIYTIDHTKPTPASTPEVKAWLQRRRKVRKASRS
#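 System: N-terminal GST-fused human GASC-1 (KDM4C) fragment, residues 2-372 / Amount: 10 nM GST-KDM4C in enzyme reaction / Also added: H3K9me3 peptide with Fe(II)/2OG / Times: 30 min demethylation and 1 h detection at room temperature / Signal: LANCE TR-FRET / Read-out basis: Fall in 671/618 emission ratio as inhibition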
# C diff growth: inhibitors of Clostridium difficile growth. Clostridium difficile clinical isolate growth, OD600, 24 h; active compounds read low. 86,000 compounds, 0.25% hits. growth activity, negative = inhibition, % at 16 µg/mL (by protocol). AID 1259249;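 active means mean growth activity at or below -80% and every replicate also at or below -80%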;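 further: 0% = DMSO wells and -100% = levofloxacin 16 µg/mL wells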
# The depositor's hits bear a star; . = no result given; ! = a repeat was not active.
Structure	C diff growth	GASC1 inh	Tcruzi prolif	Pf Dd2 growth
Cc1noc(C)c1NC(=O)N(C)C[C@@H]1Oc2ccc(NS(=O)(=O)c3c(C)noc3C)cc2C(=O)N([C@H](C)CO)C[C@H]1C	0	1.2	-11	-15
C[C@H]1CN([C@@H](C)CO)C(=O)c2cc(C#Cc3ccccc3F)cnc2O[C@@H]1CN(C)C(=O)Cc1ccncc1	2	0.0	95*	-75
C/C=C/c1ccc2c(c1)O[C@H](CN(C)C(=O)c1ccccc1F)[C@@H](C)CN([C@@H](C)CO)S2(=O)=O	4	0.0	39	-31
C[C@H](CO)N1C[C@H](C)[C@H](CN(C)C(=O)Nc2ccc(F)cc2)OCCCC[C@H](C)Oc2ccc(NS(=O)(=O)c3ccc(F)cc3)cc2C1=O	1	-0.5	16	-1
C[C@@H]1CN([C@@H](C)CO)C(=O)c2cc(NC(=O)Cc3cn(C)c4ccccc34)ccc2O[C@@H]1CN(C)Cc1ccncc1	-9	-1.5	30	-14
CC(=O)N1CCCCN2[C@H](CO)[C@H](c3ccc(-c4ccc(F)cc4)cc3)[C@@H]2C1	-7	0.9	35	13
C[C@H](CO)N1C[C@H](C)[C@@H](CN(C)Cc2ccncc2)Oc2ccc(NC(=O)NC3CCCCC3)cc2C1=O	2	.	11	1
COc1ccc(S(=O)(=O)Nc2ccc3c(c2)CC(=O)N([C@@H](C)CO)C[C@@H](C)[C@@H](CN(C)S(=O)(=O)c2ccc(OC)cc2)O3)cc1	-1	-1.2	58	-64
CCCC#Cc1ccc2c(c1)O[C@@H](CN(C)C(=O)Nc1ccccc1F)[C@@H](C)CN([C@@H](C)CO)S2(=O)=O	4	-1.7	.	-47
COc1ccc(S(=O)(=O)N(C)C[C@@H]2Oc3ccc(NC(=O)Nc4ccccc4)cc3C(=O)N([C@H](C)CO)C[C@H]2C)cc1	0	0.0	3	12
CCCc1cn(CC[C@@H]2CC[C@H](NC(=O)C3CCOCC3)[C@H](CO)O2)nn1	2	1.0	73	-11
CCC(=O)N1[C@@H](CO)[C@H](c2ccc(-c3ccccc3)cc2)[C@@H]1CNC(=O)COC	-8	-0.1	-40	-33
O=C(C1CCCC1)N1CC2(C1)[C@@H](c1ccccc1)[C@@H](CO)N2Cc1cncnc1	5	-1.9	.	25
COc1ccccc1S(=O)(=O)N[C@@H]1CC[C@@H](CC(=O)NCc2cccc(F)c2)O[C@@H]1CO	.	-0.4	-84	0
CNC[C@H]1Oc2ccc(NS(C)(=O)=O)cc2C(=O)N([C@H](C)CO)C[C@@H]1C	2	-1.7	-9	-6
C[C@@H]1CN([C@H](C)CO)C(=O)c2cccc(NS(=O)(=O)c3cccs3)c2O[C@H]1CN(C)Cc1ccc(Oc2ccccc2)cc1	.	-1.8	3	-67
CCC(=O)N[C@H]1CC[C@H](CC(=O)NCCN2CCCCC2)O[C@H]1CO	.	.	-47	14
CC(=O)Nc1ccc2c(c1)C(=O)N(C)[C@H]1CC[C@H](CC(=O)NCc3ccccc3)O[C@H]1CO2	-2	4.0	1	9
C[C@H](CO)N1C[C@H](C)[C@@H](CN(C)Cc2ccc(Cl)c(Cl)c2)OCCCC[C@H](C)Oc2ccc(NC(=O)Nc3cccc4ccccc34)cc2C1=O	-12	-0.7	122*	-4
CCCNC(=O)N(C)C[C@@H]1Oc2ncc(-c3ccccc3)cc2C(=O)N([C@H](C)CO)C[C@H]1C	3	-0.5	69	21

# 10 structures already listed, ordered by SMILES length, ascending:
Structure	C diff growth	GASC1 inh	Tcruzi prolif	Pf Dd2 growth
CCC(=O)N[C@H]1CC[C@H](CC(=O)NCCN2CCCCC2)O[C@H]1CO	.	.	-47	14
CCCc1cn(CC[C@@H]2CC[C@H](NC(=O)C3CCOCC3)[C@H](CO)O2)nn1	2	1.0	73	-11
CCC(=O)N1[C@@H](CO)[C@H](c2ccc(-c3ccccc3)cc2)[C@@H]1CNC(=O)COC	-8	-0.1	-40	-33
COc1ccccc1S(=O)(=O)N[C@@H]1CC[C@@H](CC(=O)NCc2cccc(F)c2)O[C@@H]1CO	.	-0.4	-84	0
CCCNC(=O)N(C)C[C@@H]1Oc2ncc(-c3ccccc3)cc2C(=O)N([C@H](C)CO)C[C@H]1C	3	-0.5	69	21
CC(=O)Nc1ccc2c(c1)C(=O)N(C)[C@H]1CC[C@H](CC(=O)NCc3ccccc3)O[C@H]1CO2	-2	4.0	1	9
CCCC#Cc1ccc2c(c1)O[C@@H](CN(C)C(=O)Nc1ccccc1F)[C@@H](C)CN([C@@H](C)CO)S2(=O)=O	4	-1.7	.	-47
COc1ccc(S(=O)(=O)N(C)C[C@@H]2Oc3ccc(NC(=O)Nc4ccccc4)cc3C(=O)N([C@H](C)CO)C[C@H]2C)cc1	0	0.0	3	12
C[C@@H]1CN([C@H](C)CO)C(=O)c2cccc(NS(=O)(=O)c3cccs3)c2O[C@H]1CN(C)Cc1ccc(Oc2ccccc2)cc1	.	-1.8	3	-67
COc1ccc(S(=O)(=O)Nc2ccc3c(c2)CC(=O)N([C@@H](C)CO)C[C@@H](C)[C@@H](CN(C)S(=O)(=O)c2ccc(OC)cc2)O3)cc1	-1	-1.2	58	-64

# The results go on:
Structure	C diff growth	GASC1 inh	Tcruzi prolif	Pf Dd2 growth
C[C@H]1CN([C@@H](C)CO)C(=O)c2cc(-c3ccccc3)cnc2O[C@@H]1CN(C)C(=O)Cc1ccccc1	0	1.5	-18	-13
C[C@H](NC(=O)C[C@H]1CC[C@@H](NC(=O)CN2CCOCC2)[C@@H](CO)O1)c1ccccc1	.	1.6	25	9
COc1ccc(CN2[C@@H](CO)[C@@H]3c4ccccc4NC[C@@H]32)cc1	-8	-0.5	0	0
CCCC#Cc1cnc2c(c1)C(=O)N([C@@H](C)CO)C[C@@H](C)[C@@H](CN(C)C(=O)C1CC1)O2	-1	-1.1	39	-8
O=C1CCCc2cnnn2COC[C@H](Cc2ccccc2)N1	13	0.1	.	.
CC=Cc1ccc2n(c1=O)C[C@H]1[C@H](CO)[C@@H](C(=O)NCCC)[C@@H]2N1Cc1cccnc1 (mixture of isomers)	-3	-0.4	71	8
C[C@H]1CN([C@@H](C)CO)C(=O)c2cc(NC(=O)Nc3ccc(C(F)(F)F)cc3)ccc2O[C@@H]1CN(C)C(=O)Nc1cccc2ccccc12	-3	2.4	-19	-95*
COCC(=O)Nc1ccc2c(c1)OC[C@@H](C)N(CCc1ccccc1)C[C@H](C)[C@H](OC)CN(C)C2=O	.	-0.9	19	-41
C[C@@H]1CCCCO[C@@H](CN(C)C(=O)Nc2cccc3ccccc23)[C@@H](C)CN([C@H](C)CO)C(=O)c2cc(NC(=O)Nc3ccc(C(F)(F)F)cc3)ccc2O1	3	0.8	46	-74
CCCC(=O)Nc1ccc2c(c1)OC[C@H](C)N(Cc1ccncc1)C[C@@H](C)[C@@H](OC)CN(C)C2=O	1	-1.1	25	-6
Cc1cccc(NC(=O)Nc2ccc3c(c2)C(=O)N(C)[C@@H]2CC[C@@H](CC(=O)O)O[C@H]2CO3)c1	4	1.5	-3	10
C[C@@H]1CN([C@@H](C)CO)C(=O)c2cc(N(C)C)ccc2O[C@@H](C)CCCCO[C@H]1CN(C)Cc1ccc2c(c1)OCO2	-2	2.1	105*!	-8
COCC(=O)N(C)C[C@H]1Oc2ncc(-c3ccccc3F)cc2C(=O)N([C@@H](C)CO)C[C@H]1C	-2	-1.7	.	-79
COCC#Cc1ccc([C@@H]2[C@@H](CO)N3CCCCN(C(=O)Nc4cc(F)ccc4F)C[C@@H]23)cc1	8	-1.2	87	-17
OC[C@H]1[C@@H](c2ccc(-c3cccnc3)cc2)[C@@H]2CN(CC3CC3)CCCCN12	0	1.1	-2	-78
CN(C)C(=O)c1cccc(-c2ccc3c(c2)[C@@H]2[C@@H](CCN2C(=O)Cc2ccccc2)[C@@H](CO)N3)c1	1	0.6	85	-16
COc1ccc(-c2cnc3c(c2)C(=O)N([C@H](C)CO)C[C@@H](C)[C@H](CN(C)C(=O)Cc2ccncc2)O3)cc1	-4	-0.3	.	-85*
Cc1ccc(CN2CC(=O)N3[C@H](C2)[C@@H](c2ccc(Br)cc2)[C@@H]3CO)cc1	1	-0.5	.	1
CN(C)CC#Cc1ccc([C@H]2[C@H]3CN(C(=O)Nc4cc(F)ccc4F)CCCCN3[C@H]2CO)cc1	2	5.2	67	4
CN(C)C(=O)C[C@@H]1C[C@@H]2c3cc(NC(=O)Nc4ccc(F)cc4)ccc3O[C@@H]2[C@H](CO)O1	-8	1.9	-12	5
CC(C)C#Cc1cnc2c(c1)C(=O)N([C@H](C)CO)C[C@@H](C)[C@@H](CN(C)C(=O)Nc1ccc(F)cc1)O2	27	0.0	17	-23
CN1c2ccc(-c3ccc(F)cc3)cc2[C@@H]2[C@@H](CCN2S(=O)(=O)c2cccc(F)c2)[C@H]1CO	5	2.4	57	5
COc1ccc(C#Cc2ccc([C@@H]3[C@@H](CO)N4C(=O)CN(C(=O)c5ccccc5)C[C@@H]34)cc2)cc1	-7	0.0	.	-70
C[C@H](CO)N1C[C@H](C)[C@@H](CN(C)C)Oc2ccc(NC(=O)NC3CCCCC3)cc2C1=O	-1	18	-11	2
C[C@@H]1CCCCO[C@@H](CN(C)C(=O)CCCN(C)C)[C@@H](C)CN([C@H](C)CO)C(=O)c2cc(NC(=O)Nc3ccc(F)cc3)ccc2O1	3	0.5	5	4
Cc1ccc(S(=O)(=O)N(C)C[C@@H]2Oc3ccc(NC(=O)Nc4ccc(F)cc4)cc3CC(=O)N([C@H](C)CO)C[C@@H]2C)cc1	-1	1.8	-32	-35
COCC(=O)N(C)C[C@@H]1Oc2ncc(C#Cc3ccc(F)cc3)cc2C(=O)N([C@H](C)CO)C[C@@H]1C	2	-0.4	34	33
C[C@@H]1CN([C@H](C)CO)C(=O)c2cccc(NC(=O)Nc3cccc4ccccc34)c2O[C@@H]1CN(C)C(=O)NC1CCCCC1	48	-2.4	54	-77
Cc1ccc(-c2ccc([C@H]3[C@H](CO)N4C(=O)CN(C(=O)c5ccccc5)C[C@@H]34)cc2)cc1	6	0.2	.	0
C[C@H](CO)N1C[C@H](C)[C@@H](CN(C)Cc2ccc3c(c2)OCO3)OCc2cn(nn2)CCCC1=O	-1	0.6	24	-4
COc1ccc2c3c([nH]c2c1)[C@@H](CO)N(C(=O)c1cccc(F)c1)CC31CCN(S(=O)(=O)c2cccs2)CC1	-6	0.6	.	3
O=C(C[C@@H]1CC[C@@H](NC(=O)C2CCOCC2)[C@@H](CO)O1)NCc1ccncc1	1	2.5	.	21
C[C@@H]1CCCCO[C@@H](CN(C)C(=O)Nc2ccc3c(c2)OCO3)[C@@H](C)CN([C@@H](C)CO)C(=O)c2cc(NC(=O)Nc3ccc4c(c3)OCO4)ccc2O1	11	-0.5	.	-74
O=C(NC1CCC1)[C@@H]1[C@@H](CO)[C@@H]2Cn3c(cccc3=O)[C@@H]2N1CC1CCOCC1	4	6.1	40	8
Cc1noc(C)c1NC(=O)Nc1ccc2c(c1)C(=O)N([C@H](C)CO)C[C@@H](C)[C@@H](CN(C)C(=O)NC1CCCCC1)OCCCC[C@H](C)O2	2	-3.2	.	-40
CN(C)C(=O)C[C@@H]1C=C[C@H](NC(=O)C2CC2)[C@H](CO)O1	-2	-2.2	.	.
N#C[C@H]1[C@@H](c2ccccc2)[C@@H](CO)N1C(=O)Cc1ccccn1	-4	0.1	8	23
COc1cccc(C(=O)N2C[C@@H]3[C@H](c4ccccc42)[C@H](CO)N3Cc2ccccc2F)c1	5	-0.9	5	-13
CNC(=O)C[C@H]1CC[C@@H]2[C@@H](COc3ccc(NC(=O)Nc4ccc(F)cc4)cc3C(=O)N2C)O1	-6	0.6	11	-7
CCC(=O)N1CC2(C1)[C@@H](c1ccc(-c3ccc(C)cc3)cc1)[C@H](CO)N2S(=O)(=O)CC	-6	-1.7	.	-11
C[C@H](CO)N1C[C@H](C)[C@H](CN(C)C(=O)NC2CCCC2)Oc2cc(C#Cc3ccc(F)cc3)ccc2S1(=O)=O	-9	2.0	104*	-47
COCC(=O)N1[C@@H](CO)[C@@H]2c3ccccc3N(C(=O)Nc3ccccc3F)C[C@@H]21	3	-1.5	-24	-4
CC(C)CC#Cc1ccc2c(c1)O[C@@H](CN(C)C(=O)Cc1ccccc1)[C@H](C)CN([C@H](C)CO)S2(=O)=O	8	1.6	129*	-68
COc1ccc(-c2ccc3c(c2)[C@@H]2[C@@H](CCN2Cc2ccncc2)[C@@H](CO)N3)cc1	47	1.6	84	-79
O=C(C1CC1)N1CC(=O)N2[C@H](CO)[C@@H](c3ccc(Br)cc3)[C@@H]2C1	2	-0.2	.	23
COCC#Cc1ccc2c(c1)O[C@@H](CN(C)C(=O)NC(C)C)[C@H](C)CN([C@H](C)CO)S2(=O)=O	-2	-0.2	33	.

# Compounds were not picked by outcome. About 7.3% of those tested had a hit in this group.
